# Source: PubChem
# D1 antag: antagonists of human D1 dopamine receptor | 360,000 compounds, 3.2% hits | activity change, negative = inhibition, % at 10 µM | P21728 | HEK293 TREx D1 cells, calcium flux, dopamine EC80; active compounds read low; in the data active = activity change below about -30%; also: % is scaled to controls: 0 for no effect and ±100 for the full control effect
# Target sequence (P21728 whole entry, looked up): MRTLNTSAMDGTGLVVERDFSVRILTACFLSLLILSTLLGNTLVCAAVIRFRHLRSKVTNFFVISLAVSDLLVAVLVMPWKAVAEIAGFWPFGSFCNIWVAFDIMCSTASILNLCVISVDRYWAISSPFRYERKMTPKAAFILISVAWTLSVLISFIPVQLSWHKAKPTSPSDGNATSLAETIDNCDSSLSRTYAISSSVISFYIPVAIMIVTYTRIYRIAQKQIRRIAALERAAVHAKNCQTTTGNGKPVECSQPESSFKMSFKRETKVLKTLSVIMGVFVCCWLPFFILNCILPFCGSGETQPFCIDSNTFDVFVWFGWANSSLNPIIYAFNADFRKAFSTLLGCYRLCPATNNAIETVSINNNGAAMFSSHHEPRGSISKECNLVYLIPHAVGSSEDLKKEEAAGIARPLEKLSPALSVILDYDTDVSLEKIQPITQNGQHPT
#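 Kinetic fluorescence of a calcium dye serves as the read-out. D1-expressing Hek293 Trex cells, induced overnight at 30 C, are exposed to compound for 180 s before an EC80 dopamine addition, then read 180 s further.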
# Glioma ERSR ind: ER stress response induction in glioma. Potency, µM, inactives show at the highest dose activation, actives largely listed as activators. 420,000 compounds, 0.02% hits. U87-MG GRP78 promoter luciferase reporter, 16 h; also: potency is read from the fitted curve at half-maximal effect; series mostly up to about 76 µM; % of control where 0% means no effect; nearly all actives have a fitted effect of over 35% in size
#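 ERSR induction read as luciferase luminescence (Bright-Glo, 10 min at room temperature) in stably transfected human U87-MG glioma cells exposed to compounds for 16 h, using GRP78 as sensor.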
# D2 potentiator: D2 dopamine receptor (human) potentiation; potentiation, % at 10 µM; P14416; 340,000 compounds, 0.34% hits; HEK293 T-REx D2, calcium flux, EC20 dopamine potentiation; AID 485347;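 active = potentiation over 3 SD above the plate norm, cut at about 30% in these data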; also: 0% is about no effect
#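 Potentiation of an EC20 dopamine calcium response measured kinetically over 180 s, after a preceding 180 s compound-only read flagging agonists. Cells: inducible Hek293 Trex D2 line, 4000/well, cultured overnight at 30 C before dye loading.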
# RXFP1 ag: agonists of human relaxin receptor RXFP1. Potency, µM (top dose mostly 57.5 µM), for inactives: at the top dose activation, most hits filed as activators. Q9HBX9. 370,000 compounds, 0.3% hits. AID 2676. HEK293T-RXFP1 cAMP TR-FRET, 30 min; response scale: percent of porcine relaxin response, buffer zero; also: potency is read from the fitted curve at half-maximal effect; % is scaled to controls: 0 for no effect and ±100 for the full control effect; nearly all actives have a fitted effect of over 60% in size; many of its hits are not listed in these tables
#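 HEK293T cells stably expressing RXFP1 were pretreated with the PDE4 inhibitor Ro 20174, exposed to compounds for 30 min at 37C, lysed, and cAMP was read by TR-FRET. Data normalized to buffer (basal) and 29 nM porcine relaxin (100%).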
# LDHA block: LDHA (human) enzyme inhibition; activity change, % (values are at about 110 or 230 µM); purified LDHA, NADH/diaphorase-resazurin fluorescence; active compounds read low; P00338; 480,000 compounds, 0.15% hits; in the data active = activity change below about -30%; inconclusive = mostly about -25% to -30%;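 also: plate controls were DMSO wells for no effect and wells without enzyme for full effect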
#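 Enzyme activity of human lactate dehydrogenase 5 (2 nM; 0.06 mM NADH, 0.2 mM pyruvate, 5 min, RT) is measured via a resazurin/diaphorase fluorescence readout of residual NADH.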
# Vif-A3F inh: Vif-A3F binding inhibition. HeLa A3F-eYFP + Vif (tagged APOBEC3F with the HIV-1 protein that degrades it), YFP fluorescence increase. Potency, µM (top dose mostly 46.1 µM), for the others: at the top dose activity, negative = active. 390,000 compounds, 0.2% hits. AID 602313; also: potency is read from the fitted curve at half-maximal effect; % of control where 0% means no effect; nearly all actives have a fitted effect of over 65% in size
#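 Fluorescence increase (Ex 488/Em 500-530) after overnight compound treatment at 37 deg C flags inhibition of Vif-driven A3F-eYFP loss in stable HeLa A3F-eYFP/Vif cells seeded overnight beforehand.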
# Vif-A3G inh: blocks the Vif interaction with human APOBEC3G | AID 602310 | Potency, µM (doses to about 46.1 µM), without a hit: at the highest dose activity, negative = active, hits mostly inhibitors | 410,000 compounds, 0.076% hits | Q9HC16 | HeLa A3G-eYFP + Vif (tagged APOBEC3G with the HIV-1 protein that degrades it), YFP fluorescence, overnight;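 also: potency is read from the fitted curve at half-maximal effect; % is scaled to controls: 0 for no effect and ±100 for the full control effect; nearly all actives have a fitted effect of over 60% in size; hits raise eYFP signal because A3G escapes Vif-driven loss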
# Target sequence (Q9HC16 whole entry, looked up): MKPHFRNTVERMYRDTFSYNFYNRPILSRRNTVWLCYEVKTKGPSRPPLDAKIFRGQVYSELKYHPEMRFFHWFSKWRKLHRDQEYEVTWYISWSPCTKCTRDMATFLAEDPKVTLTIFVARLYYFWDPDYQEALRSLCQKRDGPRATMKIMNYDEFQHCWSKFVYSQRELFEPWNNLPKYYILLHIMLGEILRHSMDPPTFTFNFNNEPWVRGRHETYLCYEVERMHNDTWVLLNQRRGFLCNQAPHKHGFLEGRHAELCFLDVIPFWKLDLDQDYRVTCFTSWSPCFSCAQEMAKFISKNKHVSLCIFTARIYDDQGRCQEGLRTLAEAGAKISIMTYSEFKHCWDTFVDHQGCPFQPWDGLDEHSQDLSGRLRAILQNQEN
#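 Read-out is eYFP fluorescence (Ex 488/Em 500-530) from Vif-expressing HeLa A3G-eYFP cells; more signal means A3G escaped Vif-mediated degradation. Cells plated overnight, compound pinned in, incubated overnight at 37 deg C.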
# D1 potentiator: potentiators of human D1 dopamine receptor; potentiation, % at 10 µM; HEK293 TREx D1 cells, calcium flux, dopamine EC20 potentiation; 360,000 compounds, 0.036% hits; AID 504651; P21728; in the data active = potentiation above about 30%; also: 0% is about no effect
# D1 agonist: human D1 receptor agonism; 360,000 compounds, 1% hits; activation, % at 2 µM; HEK293 T-REx D1 cells, calcium flux, agonist mode; AID 504660; in the data active = activation above about 30%; also: 0% is about no effect
#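 Tetracycline-induced HEK293 TREx D1 cells, force-coupled to calcium signalling, were dye-loaded with a no-wash calcium kit. Compound was pin-added after a 10 s baseline. Fluorescence was read kinetically at 1 cycle/s for 180 s, with calcium rises flagged as agonism.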
# An asterisk follows results filed as active; ? = inconclusive; . = not tested or not shown; & = joins results of further samples; [ ] = dose if it differs, or a comment. Unless noted, calls follow the shape of the dose curve; as a rule, active = well fitted curve in the direction sought with a large enough effect; inconclusive = small, poorly fitted or top-dose-only effect, or another doubt; inactive = no such curve, though single readings can be large; an effect the other way counts as inactive or inconclusive. The list is partial; count on the stated rates, not on these rows.
# Fields: D1 antag	Glioma ERSR ind	D2 potentiator	RXFP1 ag	LDHA block	Vif-A3F inh	Vif-A3G inh	D1 potentiator	D1 agonist
Cc1ccc(S(=O)(=O)CCC(=O)N(C)C2CCCCC2)cc1
    -42*	-1%	1	1.2%	-1	5%	1%	-3	0
CCOCCOC(=O)c1ccc(NC(=O)/C=C/c2ccc(OC)c(OC)c2)cc1
    32	-1%	-22	6.5%	-1	0%	-9%	1	-1
COc1cc(S(=O)(=O)NC2CCSc3ccccc32)ccc1NC(C)=O (configuration not stated)
    -11	7%	33*	-1.0%	-6	1%	2%	2	6
CCOC(=O)c1c(C)[nH]c(C(=O)OCC(=O)c2c(N)n(C)c(=O)n(C)c2=O)c1C
    .	.	12	1.1%	.	.	.	2	0
CCOC(=O)c1c(C)nc2c(c1-c1cc(OC)c(OC)c(OC)c1)C(=O)c1ccccc1-2
    -2	-5%	12	2.2%	-1	-2%	2%	0	-2
OCCCNc1ncnc2sc3c(c12)CCN(Cc1ccccc1)C3
    -3	-3%	-6	?	-4	0%	2%	-6	1
O=C(CCNS(=O)(=O)c1cccc2nsnc12)NC1CCN(Cc2ccccc2)CC1
    -17	-3%	1	0.3%	-5	.	1%	-4	0
Cc1ccc(OCCOCCn2ccnc2)c(Br)c1
    -55*	4%	18	1.8%	-20	5%	0%	-8	31*
COc1ccc(-c2cc3onc(-c4c(Cl)cccc4Cl)c3c(=O)n2C)cc1
    -33*	0%	1	0.3%	-8	-14%	1%	-6	7
O=C(O)c1ccccc1CSC1=NCCS1
    -9	4%	-3	0.0%	1	-5%	3%	3	-2
O=C(CSc1nnc(NC(=O)Cc2ccc(F)cc2)s1)NCc1ccco1
    11	1%	1	0.7%	0	-14%	3%	-2	4
Cc1cc(C(=O)OCC(=O)NC2CCC(C)CC2)c(C)o1 (configuration not stated)
    -1	-1%	-4	-2.0%	-2	-1%	0%	.	2
COc1cccc(-c2[nH]nc3c2C(c2ccoc2)C(C#N)=C(N)O3)c1 (configuration not stated)
    -23	1%	-20	1.0%	-2	-8%	-7%	-14	0
COc1cc(/C=C(\C#N)c2ccccn2)ccc1OCC(=O)Nc1c(Cl)cccc1Cl
    4	-7%	-9	-0.9%	-3	-15%	0%	-1	1
COc1ccccc1CNC(=O)CCCc1cn(C)c2ccccc12
    2	-2%	3	0.3%	0	5%	0%	1	2
CC(C)Sc1nc2ccccc2c(=O)[nH]1
    1	0%	20	0.6%	0	-14%	2%	7	2
O=C(NC1CCN(Cc2ccccc2)CC1)C1CCN(S(=O)(=O)c2ccccc2)CC1
    -9	-6%	-6	0.0%	-6	3%	7%	4	6
O=C(O)c1ccc(NS(=O)(=O)c2cc(Cl)sc2Cl)cc1
    14	-7%	-25	-2.0%	-5	-12%	-4%	2	-2
COc1cc(Br)cc2cc(C(=O)OC3CCN(C)CC3)c(=O)oc12
    .	-7%	.	.	18	-1%	-12%	.	.
CCOCCc1nn2c(=O)cc(CSCC(=O)Nc3cccc(C)c3C)nc2s1
    -3	-5%	.	4.0%	1	2%	2%	2	-1
Cc1ccc(C(=O)COC(=O)c2cccc(NC(=O)c3ccc([N+](=O)[O-])cc3[N+](=O)[O-])c2)cc1
    1	7%	6	-0.7%	-3	-8%	-11%	4	-1
CC(=O)c1ccc(NC(=O)CCS(=O)(=O)c2ccc3c(c2)n(C)c(=O)c(=O)n3C)cc1
    -21	-4%	6	8.9%	2	1%	0%	-8	8
COc1ccccc1N1CCN(C(=O)c2cccc(S(=O)(=O)N3CCCCCC3)c2)CC1
    -42*	-2%	5	1.5%	-1	-9%	6%	-5	3
Cc1cc[n+](CC(=O)c2ccccc2)c2ccccc12
    7	-3%&-5%	1	1.7%	-1	6%	-1%&-4%	0	0
Cn1ccc2c(OCC(=O)NCc3ccccc3Cl)cccc2c1=O
    .	1%	12	1.0%	-2	-5%	-3%	1	4
CN(CCc1ccccc1)C(=O)c1ccc(NC(=O)Cc2ccc(NC(=O)C3CCCN(C(=O)C4CCCC4)C3)cc2)cc1 (configuration not stated)
    .	-4%	.	.	-10	8%	1%	.	.
CN1CCN(C(=S)Nc2ccc(Cl)c(Cl)c2)CC1
    -14	-2%	-5	1.6%	-8	-1%	1%	0	12
Cc1nn(-c2ccccc2)c(C)c1NC(=O)COC(=O)c1ccc(O)cc1O
    -19	7%	0	-0.2%	-5	1%	0%	-2	4
Cc1c(C(=O)O)cccc1-n1c(C)cc(/C=N/NC(=O)c2cc3ccccc3o2)c1C
    1	-3%	-8	1.9%	-1	1%	3%	-1	1
O=C(C1CCC(CNS(=O)(=O)c2ccc(Br)s2)CC1)N1CCN(c2ccccc2Cl)CC1 (configuration not stated)
    -2	-3%	7	4.7%	-4	0%	4%	-1	6
O=C(Nc1nc2cc3c(cc2s1)OCO3)c1ccc(N2C(=O)CCC2=O)cc1
    5	3%	-3	-111%[inhibitor]	-1	2%	2%	-1	3
COc1ccccc1NC(=O)Nc1ccccc1N1CCOCC1
    -12	3%	.	0.1%	-7	2%	-2%	2	0
COc1ccc(NC(=O)Cn2cnc3ccc(S(=O)(=O)N4CCC(C)CC4)cc3c2=O)cc1OC
    -3	-2%	1	-2.3%	-4	-9%	3%	2	1
O=S(=O)(Nc1ccccc1)c1ccc(NS(=O)(=O)c2cccs2)cc1
    -4	-1%	18	-1.3%	-10	7%	3%	2	3
CCC(C)NS(=O)(=O)c1ccc(OCC(=O)Nc2ccc3c(c2)OCO3)cc1 (configuration not stated)
    -25	-3%	14	0.2%	-5	5%	1%	-2	8
CNC(=O)CCCN1C(=O)CCn2nc(-c3cn(C)c4ccccc34)cc21
    3	-1%	15	-0.5%	1	4%	-2%	-3	-1
CCNC(=S)NNC(=O)c1cc(-c2cccc(C)c2)nc2ccccc12
    1	5%	-3	0.2%	-4	-1%	2%	-7	1
CCOc1ccc(C(C)=O)cc1N1C(=O)C2C(C1=O)C1C=CC2C12CC2 (configuration not stated)
    -2	0%	-6	-0.1%	1	-5%	3%	4	10
CCCC(c1nnnn1C(C)(C)CC)N(Cc1ccco1)Cc1cc2ccc(OC)cc2[nH]c1=O (configuration not stated)
    18	-4%	36*	3.8%	9	2%	-12%	0	4
COc1ccc(CNC(=O)Nc2ccc(C)c(C)c2)cc1
    .	3%	11	1.0%	-9	14%	2%	-3	0

# Exported as labelled records: 2 of the compounds above
COc1ccc(CNC(=O)Nc2ccc(C)c(C)c2)cc1
  D1 antag: .
  Glioma ERSR ind: 3%
  D2 potentiator: 11
  RXFP1 ag: 1.0%
  LDHA block: -9
  Vif-A3F inh: 14%
  Vif-A3G inh: 2%
  D1 potentiator: -3
  D1 agonist: 0
O=S(=O)(Nc1ccccc1)c1ccc(NS(=O)(=O)c2cccs2)cc1
  D1 antag: -4
  Glioma ERSR ind: -1%
  D2 potentiator: 18
  RXFP1 ag: -1.3%
  LDHA block: -10
  Vif-A3F inh: 7%
  Vif-A3G inh: 3%
  D1 potentiator: 2
  D1 agonist: 3

# More entries.
# Fields: D1 antag	Glioma ERSR ind	D2 potentiator	RXFP1 ag	LDHA block	Vif-A3F inh	Vif-A3G inh	D1 potentiator	D1 agonist
CCC(C(=O)O)P(=O)(c1ccc(Cl)cc1)c1ccc(Cl)cc1 (configuration not stated)
    4	-8%	-8	0.0%	-10	-10%	0%	4	4
O=C(OC(C(=O)NCc1ccco1)c1ccc(Cl)cc1)c1cccs1 (configuration not stated)
    0	-1%	-12	4.4%	-3	-6%	2%	4	6
O=C1NC(=S)N/C1=C\c1ccc(Oc2ccc(C(F)(F)F)cc2[N+](=O)[O-])c(Cl)c1
    -52*	-4%	10	-0.2%	-1	4%	0%	3	0
COC(=O)C1CCCN1C(=O)c1cccs1 (configuration not stated)
    2	-4%	.	0.4%	-2	2%	-6%	4	3
Cc1ccc(C(C)C)cc1S(=O)(=O)Nc1cccnc1
    2	-3%	0	0.8%	0	-4%	-4%	-2	3
c1ccc(CC(Nc2ccccn2)c2ccccc2)cc1 (configuration not stated)
    -19	-1%	-4	0.0%	-3	-1%	1%	2	-1
Cc1nc(N)sc1C(=O)N/N=C/c1cccnc1
    30	-1%	-2	-1.8%	-7	3%	3%	-2	-1
Cc1ccc(NCc2nnc(SCC(=O)Nc3nnc(C)s3)n2C)cc1
    -2	-5%	-4	-2.0%	-12	-5%	-1%	1	4
Cn1c(=O)c(=O)n(C)c2cc(S(=O)(=O)CCC(=O)NCc3ccccc3)ccc21
    5	-3%	5	14%	0	9%	4%	-7	0
O=C(NC(=S)N1CCN(c2ccccc2)CC1)c1ccco1
    .	-2%	.	.	-7	?	1%	.	.
CCOC(=O)C(C)Sc1ccc2nnc(-c3ccc(F)cc3)n2n1 (configuration not stated)
    -3	-3%&-5%	.	7.9%	-1&1	-1%	-3%&-1%	2	0
Cc1cc(C)c(NS(=O)(=O)c2c(C)noc2C)c(C)c1
    15	-2%	-6	2.0%	-1	-15%	3%	-1	2
Cc1ccc(S(=O)(=O)N2CCN(C(=O)COc3ccc(Br)cc3)CC2)cc1
    -11	-3%	9	-0.1%	-3	0%	0%	0	3
COc1cccc(Cn2cc(/C=N/NC(=O)c3cc(O)cc(O)c3)c3ccccc32)c1
    3	1%	0	3.8%	-3	-3%	-5%	-2	2
CCOC(=O)COc1ccc(N)cc1CC(NC(C)=O)(C(=O)OCC)C(=O)OCC
    4	1%	11	-1.6%	0	-2%	0%	2	2
CC(C)CC1NC(=O)N(CC(=O)Nc2cc([N+](=O)[O-])ccc2F)C1=O (configuration not stated)
    .	-4%	.	.	-8	2%	-1%	.	.
O=C(NCc1ccccn1)c1ccc(COc2ccc(Cl)cc2)o1
    -9	-6%	-8	1.7%	-3	-3%	-5%	-10	3
Cc1nc(Cl)c(C(=O)Nc2cccc(F)c2)c(C)c1Cl
    -21	0%	.	-0.7%	-2	1%	-4%	-2	3
